HIF-2a block = inhibitors of HIF-2a. 786-0 RCC cells HIF-2a reporter, luciferase luminescence, overnight. inhibition, % at 18.8 µM. actives 0.72% (n = 360,000). AID 624352;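 active = inhibition of the luminescence signal of 40% or more relative to plate controls, in a single-dose primary screen at 18.75 µM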
Granule exo inh = lytic granule exocytosis inhibition | AID 651702 | actives 0.66% (n = 360,000) | inhibition, % at 10 µM | TALL-104 LAMP-1 surface exposure, flow cytometry; cells stimulated with thapsigargin and PMA;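 active = inhibition above about 55%, limit read from the data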
CaV13 ICDI inh = Disruptors of the CACNA1D IQ motif to Ca2+-dependent inactivation inhibitor domain association, primary screening, Förster resonance energy transfer in intact living …. HEK cells, CFP/YFP FRET ICDI-IQ, plate reader, 10 min; percent FRET-ratio fall versus neutral wells. inhibition, % at 12.3 µM. actives 0.098% (n = 340,000);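 active = mean replicate inhibition of at least 30% and at least 1% of replicates passing that level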;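 note: 0% = median of the neutral control wells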
Vif imaging = blocks HIV Vif function; HEK293T cells, Vif self-association by quenched fluorescence, imaging, 24 h; inhibition, % at 7.49 µM; actives 0.35% (n = 340,000); in the data active = inhibition above about 50%, passing the limit was not always enough; note: some results filed as inactive read as strong as hits
TRPM1 prom inh = reduces MITF-dependent TRPM1 promoter luciferase signal; SK-MEL-5 TRPM1 promoter luciferase, 24 h; inhibition, % at 12.5 µM; actives 0.83% (n = 330,000); AID 488899;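 active = mean inhibition across replicates of 60% or more, whatever share of single replicates reaches that level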; note: values of inactives mirror those of a sister screen read the other way
NR2E3 ag-1 = activates human NR2E3 receptor. CHO-S Gal4-NCOR/VP16-NR2E3 two-hybrid, luciferase. inhibition of corepressor binding, % at 3.98 µM. actives 0.35% (n = 360,000). AID 602229;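 active = inhibition above the mean of all tested compounds plus 3 SD, cut at about 70% in these data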;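 note: 0% = DMSO with NR2E3 transfected cells and 100% = cells lacking NR2E3 construct; higher means lower luciferase signal from less NR2E3 corepressor binding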
Target sequence (Q9Y5X4 whole entry, looked up, the tested form may be a part): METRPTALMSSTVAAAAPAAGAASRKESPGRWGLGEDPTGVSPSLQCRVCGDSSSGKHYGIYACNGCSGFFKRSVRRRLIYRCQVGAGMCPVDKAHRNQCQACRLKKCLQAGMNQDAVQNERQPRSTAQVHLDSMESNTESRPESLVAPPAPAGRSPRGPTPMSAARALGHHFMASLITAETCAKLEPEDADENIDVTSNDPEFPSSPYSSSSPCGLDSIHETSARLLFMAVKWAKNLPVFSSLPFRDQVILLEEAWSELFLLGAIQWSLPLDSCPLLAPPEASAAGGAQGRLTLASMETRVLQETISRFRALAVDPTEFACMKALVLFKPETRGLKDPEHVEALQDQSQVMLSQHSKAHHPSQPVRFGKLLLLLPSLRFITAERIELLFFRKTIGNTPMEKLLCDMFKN
PDI inh = blocks human protein disulfide isomerase activity; PDI insulin aggregation turbidity, A650, 90 min; inhibition, % at 10 µM; actives 0.052% (n = 350,000);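 active = mean inhibition across replicates of 30% or more, whatever share of single replicates reach that level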;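 note: absorbance from insulin aggregation driven by PDI reduction with DTT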
Target sequence (P07237 whole entry, looked up): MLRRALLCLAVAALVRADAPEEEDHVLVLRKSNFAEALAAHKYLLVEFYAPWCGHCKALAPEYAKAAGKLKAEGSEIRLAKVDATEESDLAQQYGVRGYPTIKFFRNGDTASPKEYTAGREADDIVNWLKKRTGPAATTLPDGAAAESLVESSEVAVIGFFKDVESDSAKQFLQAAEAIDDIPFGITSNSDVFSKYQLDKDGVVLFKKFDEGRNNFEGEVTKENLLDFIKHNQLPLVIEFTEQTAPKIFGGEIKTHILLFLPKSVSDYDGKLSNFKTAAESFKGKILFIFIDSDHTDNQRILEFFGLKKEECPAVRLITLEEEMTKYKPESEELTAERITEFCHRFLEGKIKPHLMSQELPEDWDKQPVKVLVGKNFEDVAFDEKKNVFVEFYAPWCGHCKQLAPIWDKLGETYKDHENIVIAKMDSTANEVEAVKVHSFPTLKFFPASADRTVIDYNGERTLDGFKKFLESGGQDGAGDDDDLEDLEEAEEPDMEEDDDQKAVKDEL
NR2E3 ag-2 = activates human photoreceptor nuclear receptor NR2E3. actives 0.12% (n = 320,000). AID 2300. GST-NR2E3/biotin-RetCOR TR-FRET, 1536-well. inhibition of corepressor binding, % at 4.78 µM. Q9Y5X4;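 active = percent inhibition above the cutoff of mean plus 3 SD of all tested compounds, set per screening campaign, cut at about 20% in these data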;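 note: 0% = DMSO wells and 100% = biotin wells as full block of FRET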
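Material: NR2E3–RetCOR corepressor complex / Incubation: Compound–protein incubation for 5 h at 4 °C / Dosing: compound at 4.8 µM, single dose / Detection: time-resolved FRET / Benchmarks: high control biotin, low control 0.6% DMSO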
Peg3 promoter = Peg3 promoter activity inhibition | HeLa PEG-Prom luciferase reporter, luminescence, overnight | inhibition, % at 20 µM | actives 1.7% (n = 360,000) | AID 588405;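 active = inhibition of at least 50% at 20 µM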
hiPSC survival = enhancers of human iPSC single-cell survival; actives 0.044% (n = 360,000); hiPSC single-cell survival, ATPlite luminescence; 100% = ROCK inhibitor wells, 0% = DMSO; survival enhancement, % at 20 µM; AID 602274; in the data active = survival enhancement above about 18%;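 note: cells exposed to compounds for 16 hours before the ATP read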
aDG glyco act = alpha-DG glycosylation activation | Pro5-aDG cells, alpha-DG glycosylation AlphaScreen (IIH6); 0% Pro5, 100% B10-LARGE cell signal | activation, % at 10 µM | actives 0.22% (n = 360,000) | AID 624168;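 active = activation of at least 8% versus controls, or a plate z-score of at least 8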;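 note: Pro5 are CHO cells carrying HIG-tagged alpha-DG that lacks glycosylation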
* hit, by the source's call; · = no result given. Compounds as they come; overall some 3.5% were active at least once.

SMILES | HIF-2a block | Granule exo inh | CaV13 ICDI inh | Vif imaging | TRPM1 prom inh | NR2E3 ag-1 | PDI inh | NR2E3 ag-2 | Peg3 promoter | hiPSC survival | aDG glyco act
Cc1cc(-n2c(C)cc(C(=O)CSc3nncn3C(C)C)c2C)no1 | -14 | -4 | -6 | -4 | -2 | 6 | 6 | 1 | -4 | 0.4 | 0.1
O=S(=O)(c1cnccc1N1CCN(/N=C/c2ccc(Br)cc2)CC1)N1CCCCC1 | 27 | -4 | -2 | 5 | 11 | 6 | -8 | 3 | 21 | 6.6 | 0.0
Cc1cccc(C(=O)NNS(=O)(=O)c2ccc(F)cc2)c1 | 21 | 1 | -2 | 3 | -1 | 8 | -51 | 2 | 7 | -0.7 | 0.0
Cc1c(N2C(=O)CS/C2=N\N=C\c2ccccc2O)c(=O)n(-c2ccccc2)n1C | -25 | -1 | -7 | -2 | -18 | 13 | -1 | -1 | -32 | 7.2 | -0.1
N#CCc1nc(C(c2ccccc2)c2ccccc2)no1 | 8 | -16 | -4 | 2 | 5 | -9 | -2 | 0 | -12 | -0.4 | 0.0
O=C(Nc1cccc([N+](=O)[O-])c1)C1C2CC/C=C\CCC21 (configuration not stated) | -29 | 12 | -4 | -6 | -3 | -33 | -3 | -2 | -42 | -0.4 | 0.0
CCC1(CC)C(=O)C(C)(C)C(=O)OC1c1ccccn1 (configuration not stated) | 16 | 2 | · | · | 1 | 92* | 6 | 0 | -2 | -0.9 | -0.1
Cc1[nH]c2ccccc2c1CCN(Cc1cccnc1)C(=S)Nc1ccc(F)cc1 | 16 | -4 | -7 | · | · | -17 | -3 | -3 | 19 | 0.7 | -0.2
CCOC(=O)c1cc(-c2ccc(C)o2)nn1CCC#N | 4 | 3 | -5 | 0 | 3 | -22 | -10 | 2 | 12 | 2.7 | -0.2
CCOc1ccc(Br)cc1-c1noc(-c2cccs2)n1 | -12 | 0 | · | -2 | -21 | -6 | -13 | 2 | -26 | 12 | 0.5
O=C(CSc1ncnc2c1nnn2-c1ccc(F)cc1)NCc1ccco1 | 4 | 5 | · | -1 | -6 | -10 | -4 | 0 | 10 | 4.8 | 2.1
O=C(c1ccco1)N1CCN(C2CC(=O)N(c3ccc(F)c(Cl)c3)C2=O)CC1 (configuration not stated) | 19 | 1 | -17 | 5 | 4 | -19 | -4 | 2 | 6 | -0.3 | -0.1
Cc1ccc(NC(=O)c2oc3ccccc3c2COC(C)C)cc1S(=O)(=O)N1CCOCC1 | 4 | -9 | -5 | -3 | 5 | -34 | -4 | · | 42 | 4.8 | 0.0
CC(C)C(=O)N1CCC1(C)C(=O)Nc1ccc2cn[nH]c2c1 (configuration not stated) | 16 | -5 | -11 | -11 | · | -1 | 5 | · | 3 | -0.4 | -0.2
CN(C)CCCCCNCCCNC(=O)/C=N\O | -4 | 3 | -7 | · | 9 | -11 | 5 | 1 | -13 | 4.0 | -0.3
CCOc1ccc(/C=C/C(=O)N(CC)CC(=O)Nc2ccc3c(c2)OCCO3)cc1OCC | -20 | -6 | -2 | -5 | 0 | 4 | -2 | 2 | 2 | -0.4 | 0.1
COc1ccc(NC(C)=O)cc1S(=O)(=O)NCc1ccc2c(c1)OCO2 | 0 | -4 | -6 | -2 | · | 21 | 5 | · | -2 | 3.3 | 0.2
C=C1CCN([C@@H](CC(C)C)C(=O)Nc2ccc(OC)cc2)S(=O)(=O)c2ccccc21 | 11 | 13 | -5 | -7 | 0 | -16 | 2 | 1 | 11 | 9.8 | -0.2
COc1ccc(NC(=O)CCSc2ccc3ccccc3n2)cc1 | -29 | -2 | -4 | 3 | 6 | -34 | -1 | 2 | -13 | 6.2 | 0.1
Cc1c(C(=S)Nc2ccccc2)cnn1-c1ccc([N+](=O)[O-])cc1 | -94 | -8 | -5 | 5 | -12 | -18 | 12 | 0 | -1 | -1.9 | 0.6
CCN(CC)CCCCCCCCOC(=O)c1cc(OC)c(OC)c(OC)c1 | -17 | 3 | -5 | -2 | 1 | 23 | -1 | 4 | 3 | -2.6 | -0.1
COCCNC(=O)/C(C#N)=C/c1nc(N(C)C)n(-c2ccc(F)cc2)c1Cl | -1 | 2 | -4 | -4 | 9 | -3 | -2 | 1 | 6 | 0.9 | 0.4
CC(C)/C(=N/Nc1ccccc1[N+](=O)[O-])c1ccccc1 | -36 | 12 | -3 | 1 | 4 | 1 | 3 | -1 | -8 | -0.1 | -0.1
CC(=O)Nc1ccc(NC(=O)CSc2ccccn2)cc1 | 0 | -1 | -16 | 2 | 5 | 5 | -2 | -2 | -6 | -0.8 | -0.3
COc1ccc([N+](=O)[O-])cc1NC(=O)c1cn(-c2ccc(Cl)cc2)c(=O)c2ccccc12 | 19 | -4 | -5 | 24 | 19 | -4 | 3 | -4 | 20 | -1.5 | -0.2
CCOCCCNC(=O)/C(C#N)=C/c1ccc(-c2ccc(S(=O)(=O)N3CCOCC3)cc2)o1 | 17 | 0 | · | 2 | -6 | -20 | -19 | -5 | 45 | 1.5 | -0.2
CCC(C(=O)Nc1nc(C)cs1)c1ccccc1 (configuration not stated) | -4 | 1 | -4 | 2 | -13 | 3 | 3 | 1 | -12 | -2.8 | -0.1
NC(=O)c1cc(S(=O)(=O)Nc2ccc(OC(F)(F)F)cc2)cs1 | 11 | 1 | -17 | -7 | 1 | 14 | -2 | 2 | 17 | 1.0 | 0.2
CCOc1cc2c(cc1OCC)C(C(=O)O)C(c1ccc(OC)c(O)c1)N(C)C2=O (configuration not stated) | 4 | -1 | -5 | · | -2 | -6 | 1 | 4 | 7 | 0.0 | 0.0
Cc1cc2cc(CN(CC3CCCO3)C(=O)c3cnccn3)c(=O)[nH]c2cc1C (configuration not stated) | 14 | 0 | · | -3 | 12 | 14 | -9 | -1 | 17 | 0.4 | -0.3
O=C(CN1CCN(c2ccccn2)CC1)N1c2ccccc2CCc2ccccc21 | 7 | 0 | -6 | -3 | 12 | -8 | 12 | -3 | 3 | -1.8 | 0.3
O=C(CCc1ccccc1)NNC(=O)COc1ccc(Br)cc1 | 2 | -7 | -3 | 11 | -2 | -19 | 7 | 1 | 6 | 0.4 | 0.9
O=C(N/N=C\c1cc(Br)c(Br)o1)C1COc2ccccc2O1 (configuration not stated) | -10 | 3 | -4 | -7 | -3 | -8 | -6 | -1 | -1 | 0.3 | -0.1
CCCCOc1ccccc1C1NC(=O)NC(C)=C1C(=O)OCCOCC (configuration not stated) | 9 | -1 | -7 | -12 | 0 | 2 | 8 | 2 | 13 | -0.2 | 0.1
COc1cccc(-c2ncc3ccccc3c2COC(=O)c2ccco2)c1 | -22 | -3 | -12 | -4 | 5 | -27 | 2 | 3 | -32 | -2.7 | 0.7
Cc1cc(Br)ccc1NC(=O)CN(C)C(=O)CN1C(=O)NC(C)(C2CC2)C1=O (configuration not stated) | 4 | 0 | -6 | -3 | -6 | -8 | 2 | 6 | -6 | 1.1 | 0.0
CN(C)c1ccc(S(=O)(=O)NCC(=O)N2CCN(c3ccccc3)CC2)cc1[N+](=O)[O-] | -10 | -4 | -2 | -9 | 8 | 13 | -6 | -3 | 4 | -0.1 | 0.0
CCOC(=O)c1c(C)[nH]c(C)c1S(=O)(=O)NCCN1CCN(c2cc(Cl)ccc2C)CC1 | 7 | 20 | -7 | -3 | 9 | 20 | -2 | 2 | 33 | 0.2 | 0.7
COc1ccc2cc(-c3cc(C(=O)OCC(=O)Nc4c(C)n(C)n(-c5ccccc5)c4=O)c4ccccc4n3)ccc2c1 | -76 | -2 | -15 | 20 | -11 | -136 | 5 | · | -9 | -3.2 | -0.1
OC(COc1ccc2c(c1)CCC2)CN1CCN(c2ccccc2F)CC1 (configuration not stated) | 28 | -1 | · | 1 | 9 | -15 | 5 | 2 | 28 | 4.7 | -0.1
COC(=O)CC#N | 4 | 2 | · | 5 | 7 | -10 | · | 0 | 2 | 0.2 | 0.0
COCC(=O)N1CCC(Oc2ccc(C(=O)N3C[C@@H]4CCC[C@H]3C4)cc2)CC1 | -14 | -1 | -3 | 6 | 3 | 8 | -1 | · | -11 | -0.3 | 0.2
COc1cc(CNCc2ccc(OC)c3ccccc23)cc(OC)c1OC | 13 | 8 | -6 | -22 | 14 | 36 | -15 | · | -13 | 0.2 | 0.5
C[C@@H]1CCC[C@H](C)N1Cc1nc(Cc2ccccc2Cl)no1 | -1 | -4 | -9 | 16 | -11 | -5 | 5 | 3 | -13 | 0.3 | 0.0
O=C(O)c1nc(Cl)c(Cl)c(N/N=C/c2ccccc2C(F)(F)F)c1Cl | -17 | 12 | -2 | -8 | -9 | 1 | 3 | 4 | -15 | -0.1 | -0.1

2 of the compounds above, with each value named.
> COC(=O)CC#N
  HIF-2a block: 4; Granule exo inh: 2; CaV13 ICDI inh: ·; Vif imaging: 5; TRPM1 prom inh: 7; NR2E3 ag-1: -10; PDI inh: ·; NR2E3 ag-2: 0; Peg3 promoter: 2; hiPSC survival: 0.2; aDG glyco act: 0.0
> COCC(=O)N1CCC(Oc2ccc(C(=O)N3C[C@@H]4CCC[C@H]3C4)cc2)CC1
  HIF-2a block: -14; Granule exo inh: -1; CaV13 ICDI inh: -3; Vif imaging: 6; TRPM1 prom inh: 3; NR2E3 ag-1: 8; PDI inh: -1; NR2E3 ag-2: ·; Peg3 promoter: -11; hiPSC survival: -0.3; aDG glyco act: 0.2

The listing continues.
SMILES | HIF-2a block | Granule exo inh | CaV13 ICDI inh | Vif imaging | TRPM1 prom inh | NR2E3 ag-1 | PDI inh | NR2E3 ag-2 | Peg3 promoter | hiPSC survival | aDG glyco act
COc1ccc(Nc2nc(OC)nc(N3CCN(c4ccc(OC)cc4)CC3)n2)cc1 | -1 | -4 | -5 | 4 | -2 | 3 | -4 | · | 10 | -1.1 | 0.2
CC1(C)Oc2ccc3ccc(=O)oc3c2/C(=C/NCCO)C1=O | 12 | 2 | -5 | 2 | 0 | 11 | -3 | 0 | 15 | -4.5 | -0.2
CCN(C(=O)COC(=O)CCC1CCCC1)c1c(N)n(Cc2ccccc2)c(=O)[nH]c1=O | 10 | -2 | -5 | 0 | 7 | -30 | -3 | · | -2 | -0.4 | 0.7
O=S(=O)(N[C@@H]1C[C@H]2CC[C@@H]1C2)c1cccs1 | 6 | -3 | 0 | 0 | 8 | -19 | -5 | -6 | 14 | -0.9 | -0.1
C/C(=N\N=c1/scc(C)n1Cc1ccco1)c1cccc([N+](=O)[O-])c1 | -113 | -1 | -5 | 6 | -13 | -16 | 1 | -2 | -87 | -2.3 | -0.3
Cc1[nH]c(=O)[nH]c(=O)c1S(=O)(=O)N1CCCCC1 | -1 | -14 | -3 | -2 | 1 | -8 | 2 | 5 | 3 | 0.8 | 0.1
O=C(COC(=O)c1cc(-c2cccs2)nn1-c1ccccc1)Nc1cccc([N+](=O)[O-])c1 | 24 | -1 | 7 | 4 | 1 | 3 | 4 | 0 | 7 | 2.1 | 1.1
CCOC(=O)c1nc2ccc(C)cc2c2c1C1CC(c3c(Cl)cccc31)N2C(=O)OCc1ccccc1 (configuration not stated) | 19 | 3 | -6 | -1 | · | -31 | -12 | · | 25 | -1.7 | -0.2
O=C(N[C@@H](Cc1ccccc1)C(=O)O)c1cccnc1 | -3 | 5 | -1 | 12 | 4 | -14 | · | 0 | -10 | 0.2 | 0.2

Screening data: PubChem, several laboratories
